Screens from PubChem.
Hep lipid drop: modulators of hepatic lipid droplet formation; AML12 mouse hepatocytes, oleate lipid droplets, BODIPY imaging; inhibition, % at 6.5 µM; 240,000 tested, 0.4% active; AID 1656;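 active means lipid droplet intensity inhibited by at least 50%, with more than 500 cells counted; inconclusive means wells with under 300 cells, treated as cytotoxic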
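Technique: fluorescence imaging, 20x objective, two fields per well / Assay system: AML12 hepatocytes (mouse) / Measure: % inhibition of lipid droplet signal / Doses: 6.5 µM single-point dosing / Incubation: overnight exposure / Reagent: 100 µM oleic acid challenge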
Autophagy HCS: alters autophagy in cells; AID 463193; 190,000 tested, 0.98% active; MEF GFP-LC3 puncta imaging; test concentration mostly 10 µM; calls only at 10 µM (by protocol);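 active means percentage of spot-positive cells more than 3 SD above its plate mean, without a fluorescence outlier flag or 80% toxicity; inconclusive means no clear call, values can overlap the other calls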;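 further: spot-positive cell cutoff set from DMSO-treated cells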
Dynein transport: blocks dynein driven cargo transport along microtubules; z-score, hits read low; AID 1381; 220,000 tested, 0.47% active; 3617.4 mouse cells, GR-EGFP nuclear translocation imaging; test concentration mostly 20 µM; stimulated with dexamethasone, 1 µM; active compounds read low;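 active means plate z-score of nuclear minus cytoplasmic receptor signal below a set negative limit, without overly bright fluorescence or cell loss, cut at about -3.5 in these data, passing the limit was not always enough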;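 further: z-score of nuclear minus cytoplasmic ring GR-EGFP intensity difference per well; some compounds called inactive have numbers as strong as hits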
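Buffer or medium: Induction medium lacking tetracycline, stripped serum | Also added: Dexamethasone agonist, 1.0 µM final, for 30 min | Timing: 48 h induction, 1 h compound, 30 min dex at 37 °C | Detection: Formaldehyde fixation, Hoechst nuclear stain, 10x automated fluorescence imaging | Measure: Nuclear versus cytoplasmic GR-EGFP signal, averaged per well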
P. falciparum M1AAP: malaria alanyl aminopeptidase activity blockers – biochemical, fluorogenic H-Leu-NHMec substrate, 1536-well (AID 1445) | 220,000 tested, 0.42% active | inhibition, % at 30 µM; hits with a dose series show IC50 in µM | recombinant M1AAP, H-Leu-NHMec fluorogenic kinetic assay; higher % means a stronger effect;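 active means primary inhibition above the hit cutoff, then over 50% inhibition at one or more dose response concentrations, cut at about 23% in these data, passing the limit was not always enough; inconclusive means conflicting primary data, or primary hits not chosen for dose response; inactive means low primary inhibition, or under 50% at every dose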;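 further: plate controls were DMSO full reaction for no effect and no enzyme background for full effect; strong numbers were not always called active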
MT stabilizer: microtubule stabilization, imaging screen; HeLa tubulin immunostaining HCS, 24 h; share of cells brighter than vehicle mean+2SD; % tubulin-high responders, % at 10 µM; 200,000 tested, 0.83% active; AID 2205;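 active means plate Z-score above 3 for both tubulin-high and condensed-nucleus cell shares, with cell loss under 80%, at 10 µM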;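 further: anti alpha tubulin signal scored within the nucleus-defined area of each cell; some results filed as inactive read as strong as hits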
P. falciparum M17LAP: P. falciparum M17LAP inhibitors, primary screen, biochemical, fluorogenic H-Leu-NHMec substrate, 1536-well (AID 1619); 220,000 tested, 0.38% active; recombinant M17LAP, H-Leu-NHMec fluorogenic kinetic assay; higher % means a stronger effect; inhibition, % at 30 µM, or IC50 in µM where a hit was titrated;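 active means compound inhibiting the enzyme by more than half at any dose during confirmatory dose-response retesting; inconclusive means strong single-dose inhibitors picked by rank but not retested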;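 further: plate controls were full reaction with DMSO carrier for no effect and no enzyme background for full effect; strong numbers were not always called active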
Insulin prom up: MIN6 insulin promoter up-regulation; MIN6 insulin promoter-GFP reporter, high-content imaging; active compounds read high; z-score at 5 µM; 190,000 tested, 0.3% active;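 active means z-score above 3 at 5 µM with at least 500 cells counted in the well; inconclusive means wells under 500 cells, flagged as cytotoxic or low count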
Yfh1-depleted yeast: mitochondrial function rescue without frataxin homolog – Friedreich's ataxia, plus single-dose screen, dose response (AID 1465). S. cerevisiae Yfh1-off respiration, WST-1 reduction, 72 h; higher fold induction means a stronger effect. 220,000 tested, 0.074% active. fold induction at 50 µM, or EC50 in µM where a hit was titrated;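 active means fold induction of absorbance versus untreated yeast above a set limit, then at least 30% activation at any dose in follow-up; inconclusive means repeats straddling the limit, or above it without dose testing; inactive means fold induction below the set limit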;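 further: activators that raise dye reduction in frataxin-depleted yeast; strong numbers were not always called active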
CSM14.1 death rescue: protection against thapsigargin-triggered cell killing – 384-well, CSM14.1, ATP luminescence, primary screen (AID 1222). CSM14.1 thapsigargin-induced death rescue, ATP luminescence; higher % means a stronger effect. cellular ATP content (survival), % at 20 µM, or EC50 in µM where a hit was titrated. 190,000 tested, under 10 active;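 active means EC50 below 50 µM in the dose-response confirmation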;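 further: death triggered by thapsigargin at about 15 µM added after 2 h compound pretreatment; cell ATP read after overnight thapsigargin exposure of roughly 18 to 22 hours; normalized against plate controls of thapsigargin alone and 5% DMSO vehicle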
Dynein transport cytoplasmic EGFP: recorded beside Dynein transport, whose call it bears; z-score; measured here: cytoplasmic GR-EGFP intensity; active compounds read high
Dynein transport nuclear GR-EGFP: further read-out of Dynein transport, marked with its call; z-score; measured here: nuclear GR-EGFP intensity;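 lower value marks the stronger effect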
Dynein transport cell count: also measured in Dynein transport; calls as there; z-score; measured here: cell count per field
Insulin prom up cell count: also measured in Insulin prom up; calls as there; cell count; measured here: cytotoxicity, nuclei count;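 total cells summed across four imaged fields per well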
Hep lipid drop cells 6.5 µM: recorded beside Hep lipid drop, whose call it bears; cell count; measured here: cell count, cytotoxicity flag;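 cells counted across two imaged fields per well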
MT stabilizer Hoechst-high %: second read-out of MT stabilizer, no call of its own (marks repeat the call); % Hoechst-high responders; measured here: nuclear condensation Hoechst responders;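 share of cells brighter than vehicle mean plus two SD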
MT stabilizer cytotoxicity %: further read-out of MT stabilizer, marked with its call; toxicity, %; measured here: cytotoxicity by cell density;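 0% = mean cell density of plate MIN control wells and 100% = no cells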
Autophagy HCS cell loss 18 h: recorded beside Autophagy HCS, whose call it bears; toxicity, %; measured here: cell loss, nuclei count;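 cell loss after 18 h compound exposure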
* marks the source's active call; other numbers are inactive results; i = inactive; ? = inconclusive; . = not tested or not shown; + = active, no number.

The line under a structure holds: Hep lipid drop, Hep lipid drop cells 6.5 µM, Autophagy HCS, Autophagy HCS cell loss 18 h, Dynein transport, Dynein transport cytoplasmic EGFP, Dynein transport nuclear GR-EGFP, Dynein transport cell count, P. falciparum M1AAP, MT stabilizer, MT stabilizer Hoechst-high %, MT stabilizer cytotoxicity %, P. falciparum M17LAP, Insulin prom up, Insulin prom up cell count, Yfh1-depleted yeast, CSM14.1 death rescue
Cn1cccc1/C=C1\SC(=S)N(NC(=O)c2ccc(F)cc2)C1=O
 : -6, 718, ., ., 0.71, 0.38, 0.38, -0.25, 10%, ., ., ., 4%, -0.09, 1186, i, .
Cc1nn(C)c(C(=O)N/N=C/c2ccc(C(F)(F)F)cc2)c1[N+](=O)[O-]
 : 7, 596, i, 1, -0.021, -0.18, 0.021, -0.17, 6%, 2.8, 1.6, 3.2, 15%, 0.13, 1224, i, -1.9%
Cc1occc1-c1nnc(SCC(=O)Nc2nccs2)n1CCc1ccccc1
 : -8, 693, i, 18, -0.9, -0.066, -0.41, 2.2, 2%, 3.6, 2.8, 2.1, 27%, -0.01, 1191, i, -0.2%
CCSc1nc(O)c(CC)c(=O)n1C(C)CC (centres undefined)
 : 1, 644, i, -6, 0.56, -0.2, 1, 0.46, -5%, 0.7, 1.6, 9.8, 0%, 0.27, 1189, i, .
O=C(CCSc1nnc2ccc3ccccc3n12)Nc1ccc(F)cc1
 : -5, 799, i, -7, -1.2, 0.081, -0.43, -0.058, -2%, 0.9, 1.0, 4.6, -5%, 0.78, 839, i, -1.1%
O=c1[nH]c(-c2ccc(O)cc2)nc2scc(-c3cccs3)c12
 : 24, 678, ., ., 0.21, -0.18, 0.12, -0.36, 9%, ., ., ., 4%, -1.1, 1354, i, .
COC(=O)c1cc(OC)c(OC)cc1NC(=O)c1ccccc1
 : 8, 757, i, -17, 0.3, -0.2, 0.33, 0.45, 4%, 2.0, 2.0, 9.8, -9%, -1.2, 1470, i, 0.1%
COc1nc(Oc2ccc(C(=O)O)cc2)nc(Oc2ccc(C(=O)O)cc2)n1
 : ., ., i, 6, -0.78, -0.22, -0.37, 0.14, 3%, 3.8, 1.4, 11, 18%, ., ., i, 0.1%
O=c1oc2ccccc2cc1-c1cn2ccccc2n1
 : 3, 762, i, 23, -0.38, -0.37, -0.23, 1.2, 4%, 3.2, 1.8, 4.7, 5%, 0.36, 1359, i, -4.0%
O=c1[nH]c2ccccc2[n+]([O-])c1-c1ccccc1
 : 4, 674, i, -5, -0.82, -0.23, -0.8, 1.3, 10%, 1.6, 1.9, 0.9, 6%, 0.37, 1215, i, -2.7%
O=C(CSc1nnc(C2CC2)n1Cc1ccccc1)c1ccc(S(=O)(=O)N2CCOCC2)cc1
 : 7, 634, i, 3, 0.26, -0.14, 0.32, -0.82, 3%, 2.5, 1.0, 3.9, -6%, -0.75, 1843, i, 0.3%
Cc1cccc(C)c1NC(=O)c1sc(N)nc1-c1ccccc1
 : 9, 697, i, -7, -1.2, -0.21, -0.98, 1.1, 3%, 1.7, 3.0, 3.6, 3%, -0.67, 1341, i, -0.2%
Cc1ccc(-n2[nH]c(C)c(/C=N/NC(=O)c3ccc([N+](=O)[O-])cc3)c2=O)c(C)c1
 : -12, 717, i, -3, -0.57, -0.45, -0.8, 2.8, 2%, 3.9, 1.8, 9.5, 7%, -0.5, 1216, i, 1.7%
CCOC(=O)Nc1cccc(OCC(=O)Nc2ccc(OC)cc2OC)c1
 : ., ., i, -10, 0.11, -0.2, 0.17, 0.073, -4%, 2.8, 2.2, 4.3, 1%, ., ., i, .
CCCNC(=S)Nc1ccc(S(N)(=O)=O)cc1
 : 1, 670, i, 8, -0.99, 0.079, -0.26, 0.44, 5%, 3.8, 2.0, 5.1, 2%, 0.09, 1467, i, 0.5%
COc1ccc(N2CCN(S(=O)(=O)Cc3ccccc3)CC2)cc1
 : -6, 761, i, 0, 2.8, -0.22, 1.3, -1.3, 0%, 4.2, 2.3, 3.1, -3%, -0.37, 965, i, 7.1%
Cc1ccc[n+](CC(=O)N2CCCCC2)c1C
 : 23, 652, ., ., 0.94, -0.17, 1.2, -1, -3%, ., ., ., 7%, 1.5, 942, i, .
COC(=O)/C(=C\Nc1ccc(Cl)cc1Cl)NC(=O)c1ccc(OC)cc1
 : -30, 604, ., ., -0.65, -0.16, 0.14, -0.53, 10%, ., ., ., 1%, -0.06, 703, i, .
CCOc1ccc(NC(=O)C2(c3ccc(OC)c(OC)c3)CCCC2)cc1
 : 2, 679, i, -15, 0.38, -0.26, -0.0049, -0.55, 8%, 3.6, 3.8, 10, 1%, -0.27, 1511, i, -0.7%
CCN1CCN(C(c2cccs2)C(C)NC(=O)c2ccccc2F)CC1 (centres undefined)
 : 14, 696, i, 2, -0.21, -0.014, -0.071, 0.53, 5%, 5.8, 2.5, 6.8, 9%, 0.27, 1913, i, -0.3%
COc1ccc(Cc2c(O)nc(SCC(=O)N3CCCCCC3)[nH]c2=O)cc1
 : -10, 743, i, 29, -0.61, -0.24, -1.1, 3, 0%, 2.7, 2.3, 3.9, 10%, ., ., i, -3.8%
Cc1ccc2nc(SCC(=O)NCc3ccco3)[nH]c2c1
 : 8, 770, i, -42, 0.58, -0.29, 0.1, 0.66, 0%, 3.4, 2.3, 3.8, 8%, -0.33, 871, ., -1.6%
COc1cccc2cc(C(=O)c3ccccc3)oc12
 : 4, 641, i, -32, 0.011, -0.27, 0.044, 0.31, 9%, 2.7, 1.5, 8.9, -4%, 1.1, 1656, i, -3.2%
Cn1nnnc1SCC(=O)N1c2ccccc2Sc2ccc(Cl)cc21
 : -1, 675, i, -2, -1.1, -0.27, -0.52, 0.72, 4%, 2.4, 2.3, 10, 8%, -1.1, 1675, i, -2.2%
COc1ccccc1C(=O)CSc1ccccn1
 : 1, 621, +, 20*, -0.49, 0.31, 0.033, 0.16, -2%, 5.7, 1.3, 0.8, 1%, 0.36, 1577, i, -0.5%
COc1ccc(Cn2c(C)c(C)c(C#N)c2NC(=O)Nc2ccc(F)cc2)cc1
 : ., ., i, 2, 0.28, -0.21, 0.99, 0.55, -2%, 2.1, 1.7, 6.5, -2%, 0.37, 1374, ?, 2.3%
Cn1c2ccccc2c(=O)c2c(=O)n(Cc3ccco3)c(-c3ccc(F)cc3)nc21
 : -9, 704, ., ., -1.2, -0.19, -0.00057, 0.17, 4%, ., ., ., 0%, 0.21, 1015, i, .
CC(C)NC(=O)CSc1nnc(-c2ccc(S(=O)(=O)N3CCCC3)cc2)n1CC1CCCO1 (centres undefined)
 : ., ., i, -8, -1.6, -0.33, -0.68, 0.79, 0%, 5.9, 3.4, 7.7, -8%, 0, 1395, i, -0.4%
Cc1cc(C)n(/N=C/c2ccc(O)cc2)c(=O)c1C#N
 : 3, 744, i, 4, 0.51, -0.15, 0.3, 0.017, 12%, 1.3, 1.1, 4.5, 2%, 0.08, 1430, i, -1.1%
C#CCOCCOCCOCCNc1nc(N2CCN(C(=O)[C@H](C(C)C)n3cc(CCO)nn3)CC2)nc(N2CCN(C(=O)[C@H]([C@@H](C)CC)n3cc(CCCCN)nn3)CC2)n1
 : -14, 702, i, -46, 0.52, -0.26, 0.55, 0.43, -3%, 3.3, 2.7, 8.6, 6%, 0.77, 643, i, -0.6%
CC(C)OCCCNC(=O)Cc1ccc(Br)cc1
 : 26, 733, i, -9, -0.0046, -0.23, 0.29, -0.15, 0%, 1.5, 1.3, 1.7, 0%, -0.21, 1564, i, -0.5%
CC(=O)/C(C(=N)N1CCN(Cc2ccccc2)CC1)=C(\C)O
 : 2, 750, i, 7, -0.73, 0.23, -0.3, 1.2, 9%, 1.8, 7.0, 4.4, 3%, 0.45, 855, i, 3.5%
Cc1nc2ccccc2c(=O)n1NC(=O)Cc1ccc([N+](=O)[O-])cc1
 : -2, 710, i, 7, 1.2, -0.22, 1.1, -1.2, 13%, 2.2, 1.1, 2.6, 6%, 0.75, 1313, i, -1.4%
COc1ccc(S(=O)(=O)NCc2ccc(F)cc2)cc1OC
 : -3, 697, i, 14, 2.2, -0.23, 1.1, -0.93, -1%, 2.9, 1.5, 6.4, -5%, -0.28, 1620, i, 1.4%
CCCc1cc(=O)oc2cc(C)cc(OCC(=O)O)c12
 : ., ., i, -2, 1.8, -0.19, 0.98, -0.95, 5%, 3.6, 1.6, 6.7, -22%, 0.55, 1170, i, -0.6%
O=C(N/N=C\c1cn[nH]c1-c1ccccc1)c1ccc([N+](=O)[O-])cc1
 : -8, 734, i, 3, -0.89, -0.33, -0.85, 0.96, 14%, 2.4, 3.4, 2.2, 25%, 0.53, 1305, i, -1.5%
Cc1ccc(CN(CC(=O)NC(C)(C)C)C(=O)CNC(=O)c2cccs2)cc1
 : -7, 527, i, -13, 0.21, -0.35, -0.42, 0.63, 10%, 2.7, 2.2, 13, 12%, 0.1, 1328, i, -1.8%
CSCC[C@H](NC(=O)NCCc1ccc(F)cc1)C(=O)O
 : ., ., i, -14, 0.4, -0.15, 0.35, -1.2, -2%, 2.2, 2.7, 8.1, -6%, -0.44, 895, i, 3.0%
